Screening data: PubChem, several laboratories
MT stabilize HCS: microtubule stabilizers in HeLa cells; HeLa tubulin immunostaining HCS, 24 h; share of cells brighter than vehicle mean+2SD; % tubulin-high responders, % at 10 µM; hit rate 0.83% among 200,000; AID 2205;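 active = plate Z-score above 3 for both tubulin-high and condensed-nucleus cell shares, with cell loss under 80%, at 10 µM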;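 also: anti alpha tubulin signal scored within the nucleus-defined area of each cell; some results filed as inactive read as strong as hits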
Autophagy mod: modulators of autophagy; MEF GFP-LC3 puncta imaging; test concentration mostly 10 µM; calls only at 10 µM (by protocol); hit rate 0.98% among 190,000; AID 463193;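 active = percentage of spot-positive cells more than 3 SD above its plate mean, without a fluorescence outlier flag or 80% toxicity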;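 also: spot-positive cell cutoff set from DMSO-treated cells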
M17LAP inhibition: P. falciparum M17LAP inhibitors, primary screen, biochemical, fluorogenic H-Leu-NHMec substrate, 1536-well (AID 1619); hit rate 0.38% among 220,000; recombinant M17LAP, H-Leu-NHMec fluorogenic kinetic assay; higher % means a stronger effect; inhibition, % at 30 µM, or IC50 in µM where a hit was titrated;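 active = compound inhibiting the enzyme by more than half at any dose during confirmatory dose-response retesting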;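 also: plate controls were full reaction with DMSO carrier for no effect and no enzyme background for full effect; strong numbers were not always called active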
CSM14.1 death rescue: rescue of cells from ER stress-induced death, primary screen, 384-well, CSM14.1, thapsigargin, ATP luminescence (AID 1222); CSM14.1 thapsigargin-induced death rescue, ATP luminescence; higher % means a stronger effect; cellular ATP content (survival), % at 20 µM, or EC50 in µM where a hit was titrated; 190,000 tested, under 10 active;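 active = EC50 below 50 µM in the dose-response confirmation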;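 also: death triggered by thapsigargin at about 15 µM added after 2 h compound pretreatment; cell ATP read after overnight thapsigargin exposure of roughly 18 to 22 hours; normalized against plate controls of thapsigargin alone and 5% DMSO vehicle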
Insulin prom up: MIN6 insulin promoter up-regulation; hit rate 0.3% among 190,000; z-score at 5 µM; MIN6 insulin promoter-GFP reporter, high-content imaging; hits give high values; AID 1625;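 active = z-score above 3 at 5 µM with at least 500 cells counted in the well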
Dynein cargo inh: dynein cargo transport inhibition; 3617.4 mouse cells, GR-EGFP nuclear translocation imaging; test concentration mostly 20 µM; stimulated with dexamethasone, 1 µM; hits give low values; z-score, hits read low; hit rate 0.47% among 220,000; AID 1381;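 active = plate z-score of nuclear minus cytoplasmic receptor signal below a set negative limit, without overly bright fluorescence or cell loss, cut at about -3.5 in these data, passing the limit was not always enough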;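 also: z-score of nuclear minus cytoplasmic ring GR-EGFP intensity difference per well; some compounds called inactive have numbers as strong as hits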
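medium = tetracycline-free induction medium containing charcoal-stripped FBS | probe or stimulus = dexamethasone, 1.0 µM final | timing = 48 h induction, then 1 h compound, then 30 min agonist, 37 °C | detection = automated 10x imaging of fixed Hoechst-stained cells | read-out basis = nuclear versus cytoplasmic GR-EGFP signal, averaged per well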
M1AAP inhibition: malaria alanyl aminopeptidase activity blockers – biochemical, fluorogenic H-Leu-NHMec substrate, 1536-well (AID 1445); recombinant M1AAP, H-Leu-NHMec fluorogenic kinetic assay; higher % means a stronger effect; one-dose inhibition, % at 30 µM; IC50 in µM for titrated hits; hit rate 0.42% among 220,000;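 active = primary inhibition above the hit cutoff, then over 50% inhibition at one or more dose response concentrations, cut at about 23% in these data, passing the limit was not always enough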;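 also: plate controls were DMSO full reaction for no effect and no enzyme background for full effect; strong numbers were not always called active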
Yfh1-depleted yeast: mitochondrial function rescue without frataxin homolog – Friedreich's ataxia, plus single-dose screen, dose response (AID 1465); fold induction at 50 µM; hits with a dose series show EC50 in µM; S. cerevisiae Yfh1-off respiration, WST-1 reduction, 72 h; higher fold induction means a stronger effect; hit rate 0.074% among 220,000;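 active = fold induction of absorbance versus untreated yeast above a set limit, then at least 30% activation at any dose in follow-up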;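 also: activators that raise dye reduction in frataxin-depleted yeast; strong numbers were not always called active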
Hep lipid drop: hepatic lipid droplet formation modulation. AML12 mouse hepatocytes, oleate lipid droplets, BODIPY imaging. inhibition, % at 6.5 µM. hit rate 0.4% among 240,000. AID 1656;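 active = lipid droplet intensity inhibited by at least 50%, with more than 500 cells counted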
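Assay system: AML12 hepatocytes (mouse) / Also added: 100 µM oleic acid challenge / Times: overnight treatment with compound plus oleate / Detection: high-content imaging of BODIPY-stained droplets and DAPI nuclei / Evaluation: % inhibition of lipid droplet signal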
Dynein cargo inh cytoplasmic EGFP: second read-out of Dynein cargo inh, no call of its own (marks repeat the call); z-score; measured here: cytoplasmic GR-EGFP intensity; hits give high values
Dynein cargo inh nuclear GR-EGFP: recorded beside Dynein cargo inh, whose call it bears; z-score; measured here: nuclear GR-EGFP intensity;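 lower value marks the stronger effect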
Dynein cargo inh cell count: recorded beside Dynein cargo inh, whose call it bears; z-score; measured here: cell count per field
Insulin prom up cell count: further read-out of Insulin prom up, marked with its call; cell count; measured here: cytotoxicity, nuclei count;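 total cells summed across four imaged fields per well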
Hep lipid drop cells 6.5 µM: second read-out of Hep lipid drop, no call of its own (marks repeat the call); cell count; measured here: cell count, cytotoxicity flag;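 cells counted across two imaged fields per well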
MT stabilize HCS Hoechst-high %: second read-out of MT stabilize HCS, no call of its own (marks repeat the call); % Hoechst-high responders; measured here: nuclear condensation Hoechst responders;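 share of cells brighter than vehicle mean plus two SD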
MT stabilize HCS cytotoxicity %: also measured in MT stabilize HCS; calls as there; toxicity, %; measured here: cytotoxicity by cell density;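 0% = mean cell density of plate MIN control wells and 100% = no cells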
Autophagy mod cell loss 18 h: also measured in Autophagy mod; calls as there; toxicity, %; measured here: cell loss, nuclei count;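 cell loss after 18 h compound exposure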
Numbers without * were called inactive; i = inactive; · = not tested or not shown.

Values run as follows: Dynein cargo inh nuclear GR-EGFP	Dynein cargo inh	Insulin prom up cell count	Dynein cargo inh cell count	CSM14.1 death rescue	Insulin prom up	MT stabilize HCS cytotoxicity %	MT stabilize HCS Hoechst-high %	MT stabilize HCS	Yfh1-depleted yeast	Autophagy mod cell loss 18 h	Hep lipid drop	M1AAP inhibition	Autophagy mod	M17LAP inhibition	Dynein cargo inh cytoplasmic EGFP	Hep lipid drop cells 6.5 µM
Cc1ccc(OCC(=O)N/N=C/c2ccccc2)c([N+](=O)[O-])c1
 : -0.78	-1	1352	1.4	6.0%	0.08	3.5	1.2	1.5	i	-5	-2	-1%	i	5%	-0.38	708
COc1cc2c(cc1OC)C(C(=O)Nc1cccc(C)n1)C(c1cccnc1)N(C)C2=O (centres undefined)
 : 0.035	-0.15	1616	0.17	-0.2%	-0.88	0.2	1.5	3.1	i	-39	·	-2%	i	-8%	1.3	·
O=C(Nc1ccc2nsnc2c1)N1CCCCC1
 : -0.054	-0.42	·	1	8.0%	·	6.8	1.1	1.7	i	5	1	1%	i	-20%	-0.45	786
O=C(O)CC(=O)Nc1ccc(Oc2ccc(C(F)(F)F)cn2)c(Cl)c1
 : -0.16	0.36	1225	0.069	·	0.14	12	2.8	5.5	i	13	5	5%	i	2%	-0.22	704
Clc1ccc(OCCN2CCCCC2)cc1Cl
 : -0.56	-0.38	1448	0.82	-1.4%	-0.02	1.8	1.9	2.4	i	5	-18	2%	i	7%	-0.25	578
CCOc1ccc(CN(C)CC(=O)c2c(N)n(Cc3ccccc3)c(=O)n(CC)c2=O)cc1OC
 : -0.0017	-0.22	1310	0.76	3.4%	-1	4.7	0.6	1.8	i	-5	2	7%	i	19%	-0.22	712
Cc1ccc(SCC(=O)NCc2ccco2)cc1
 : -0.039	-0.64	·	-0.19	-0.9%	·	50	2.4	2.6	i	2	-15	0%	i	19%	-0.26	753
Cc1ccc(CCN2CC(C(=O)NCCCN3CCCCCC3)CC2=O)cc1 (centres undefined)
 : -0.25	-0.33	1335	0.82	0.2%	0.8	16	2.2	5.4	i	-20	·	-2%	i	18%	-0.36	·
CCc1ccc(NC(=O)Cn2ncc3c4ccccc4n(C)c3c2=O)cc1
 : -0.48	-0.58	1450	0.26	·	-0.19	·	·	·	i	·	1	-3%	·	2%	-0.24	701
CC(C)S(=O)(=O)c1cnc(-c2ccccn2)nc1N
 : -0.18	0.17	1438	-0.0057	·	-1.2	·	·	·	i	·	8	-1%	·	3%	-0.24	687
COc1ccc(C(=O)c2ccc(N3CCOCC3)c([N+](=O)[O-])c2)cc1
 : -0.12	-0.55	1690	0.25	1.3%	0.83	3.7	3.0	2.9	i	6	26	5%	i	28%	-0.23	727
O=C(NCCCN1CCCC1=O)Nc1ccc(Cl)cc1
 : 1.2	0.9	·	-0.11	·	·	28	0.2	1.8	i	-4	·	·	i	·	-0.29	·
COc1ccc(C)cc1N(CC(=O)Nc1cccnc1)S(=O)(=O)c1ccccc1
 : 2.1	2.2	1501	-1.3	0.3%	-0.09	9.0	1.8	3.1	i	6	0	·	i	·	-0.069	656
CN(C)S(=O)(=O)c1ccc(Cl)c(NC(=O)COC(=O)c2ccc3c(c2)NC(=O)CS3)c1
 : 0.29	0.15	1353	0.13	·	-0.09	·	·	·	i	·	0	1%	·	-9%	1.3	654
CC(O)CNCCCOc1cccc(Oc2ccccc2)c1 (centres undefined)
 : 0.52	-0.17	1688	0.29	-2.2%	0.51	4.4	1.3	2.1	i	-12	19	-2%	i	8%	-0.26	676
CN1C(=O)NC(NC(=O)c2ccncc2)(C(F)(F)F)C1=O (centres undefined)
 : 0.19	-0.12	891	0.52	0.7%	-1.7	6.6	4.3	6.0	i	-2	·	6%	i	-9%	-0.24	·
CCOC(=O)/C(C#N)=C/c1cccn1-c1ccc(Cl)cc1
 : 0.19	0.78	1349	-0.53	·	0.59	·	·	·	i	·	-4	6%	·	-4%	-0.16	584
COc1ccc(C2C(C(C)=O)=C(O)C(=O)N2c2cccnc2)cc1OC (centres undefined)
 : -0.13	-0.5	998	0.55	-0.6%	-0.51	4.8	1.1	1.0	i	-11	8	10%	i	16%	0.087	780
CC(C)C(=O)NNS(=O)(=O)c1ccccc1
 : 0.21	0.29	1224	0.21	-1.1%	-0.13	6.4	1.8	1.9	i	40	-2	-2%	i	-4%	-0.31	719
CS(=O)(=O)N1CCC(C(=O)Nc2ccc3c(c2)OCCO3)CC1
 : 0.45	0.38	912	0.74	-1.0%	-0.35	8.5	1.6	2.5	i	-4	15	4%	i	2%	-0.15	841
O=C(c1cc([N+](=O)[O-])ccc1N1CCCCC1)N1CCCCC1
 : -0.21	-0.19	1409	0.31	-1.3%	-0.97	5.5	1.1	2.3	i	0	·	20%	i	16%	-0.21	·
CCOc1cccc(-c2nnc3sc(C4CCCCC4)nn23)c1
 : -0.12	-0.36	1065	0.32	2.3%	-0.75	9.7	3.0	4.4	i	-32	·	-1%	i	0%	-0.27	·
Cc1c(C(=O)N2CCCC2)sc(NC(=O)c2ccccc2)c1C#N
 : 0.12	-0.28	1092	0.69	-2.4%	-0.16	4.3	2.2	2.6	i	-4	0	9%	i	23%	-0.28	697
CCOC(=O)C1(CC2CCCCO2)CCN(C(=O)NCc2ccccc2)CC1 (centres undefined)
 : -0.24	-0.62	1269	0.5	1.7%	0.87	0.3	1.4	2.8	i	24	24	0%	i	1%	-0.32	710
Cc1c(Cl)cccc1N=C(N)N=C(N)N
 : 0.033	0.28	914	0.31	-1.1%	0.18	4.8	2.1	2.6	i	17	-21	12%	i	-15%	-0.18	713
CC(SC(=S)N1CCOCC1)C(=O)O (centres undefined)
 : -0.16	-0.6	·	0.8	-0.3%	·	6.1	0.7	1.5	i	-2	1	-4%	i	3%	-0.16	718
O=C1CCCc2ccccc2N1Cc1ccc(Cl)cc1
 : 0.15	-0.14	1521	-1.8	0.3%	-0.07	8.3	1.1	0.9	i	0	·	4%	i	16%	-0.058	·
O=C(N/C=C/c1ccco1)OCc1ccccc1
 : 0.92	0.45	1599	-0.92	-0.9%	-0.42	1.8	2.4	3.5	i	13	-4	5%	i	3%	-0.25	685
O=C(NC1CCN(Cc2ccccc2)CC1)C12CC3CC(CC(C3)C1)C2
 : 0.074	0.41	·	0.13	-0.4%	·	3.4	1.5	2.6	i	-6	26	1%	i	0%	-0.23	746
O=C(c1cccs1)N1CCN(C2CCCCC2)CC1
 : -0.25	-0.64	1296	0.82	-1.1%	0.13	0.2	1.3	2.1	i	7	·	-1%	i	3%	-0.09	·

New compounds follow:
Values run as follows: Dynein cargo inh nuclear GR-EGFP	Dynein cargo inh	Insulin prom up cell count	Dynein cargo inh cell count	CSM14.1 death rescue	Insulin prom up	MT stabilize HCS cytotoxicity %	MT stabilize HCS Hoechst-high %	MT stabilize HCS	Yfh1-depleted yeast	Autophagy mod cell loss 18 h	Hep lipid drop	M1AAP inhibition	Autophagy mod	M17LAP inhibition	Dynein cargo inh cytoplasmic EGFP	Hep lipid drop cells 6.5 µM
CN(Cc1ccccc1)C(=O)CCn1c(=O)oc2ccccc21
 : 0.11	-0.2	901	-0.71	-1.3%	1.1	3.0	2.1	7.1	i	3	·	-2%	i	-1%	-0.12	·
Cc1ccc2nc(SCC(=O)N3CCN(C(=O)c4ccco4)CC3)[nH]c2c1
 : -0.61	-0.54	1159	0.69	-2.5%	-0.18	3.2	2.7	2.3	i	10	-2	9%	i	13%	-0.17	654
Cc1cccc(N=Cc2c(O)cc(C)oc2=O)c1
 : 0.43	-0.62	1518	-0.35	2.0%	-0.01	6.6	2.4	5.0	i	7	3	8%	i	6%	-0.27	655
COc1ccc(NC(=O)Cn2nnc(-c3ccccc3NC(=O)c3cccs3)n2)cc1
 : 0.25	1	1361	0.86	-1.5%	-0.34	25*	20*	19*	i	31	·	2%	i	-7%	-0.54	·
Cc1ccc2nc3c(nc2c1C)C(O)=C3O
 : 0.27	-0.33	1111	-0.042	·	-0.26	·	·	·	i	·	-9	48µM*	·	-6%	-0.19	731
COc1ccc(C(=O)Nc2ccc3nc(C)sc3c2)cc1OC
 : 0.56	0.61	·	-0.54	-0.2%	·	6.7	2.9	3.3	i	10	-2	3%	i	5%	-0.24	764
CCCn1nc(NC(=O)c2cccs2)c2cc3cccc(C)c3nc21
 : -0.29	-0.59	1073	1.4	·	-0.32	·	·	·	i	·	-2	6%	·	0%	-0.24	749
COC(=O)c1nn(-c2ccc3c(c2)CCN3C(C)=O)cc1O
 : -0.68	-0.054	1562	-0.99	-1.9%	2.3	1.4	1.8	2.4	i	-2	·	7%	i	-78%	-0.18	·
CC(C(=O)N1CCCC1)N1CCN(c2ccccc2O)CC1 (centres undefined)
 : 0.81	0.87	1295	-1.2	-1.0%	-0.62	3.7	1.9	1.8	i	-8	4	0%	i	28%	-0.25	667
O=C(Cc1ccc(Cl)cc1)NNc1c(F)c(F)cc(F)c1F
 : 0.33	0.74	·	-0.73	1.7%	·	5.0	3.6	2.9	i	-2	-6	1%	i	13%	-0.14	642
O=C(c1ccccc1)N1C(=O)C(c2ccccc2)Oc2ccccc21 (centres undefined)
 : -0.21	-0.29	1082	0.6	·	-0.22	·	·	·	i	·	-11	5%	·	0%	-0.25	732
Cc1cc(=O)oc2c1c(C)nn2-c1cccc(Cl)c1
 : -0.34	-0.68	1688	0.59	-0.7%	-0.18	11	1.2	1.6	i	18	-9	4%	i	2%	-0.22	677
